High-throughput results from PubChem BioAssay.
D2 antag – D2 dopamine receptor (human) antagonism; HEK293 TREx D2 cells, calcium flux, dopamine EC80; inhibition, % at 10 µM; P14416; 340,000 tested, 2% active; in the data active = inhibition above about 30%; note: 0% is about no effect
Target sequence (P14416 whole entry, looked up): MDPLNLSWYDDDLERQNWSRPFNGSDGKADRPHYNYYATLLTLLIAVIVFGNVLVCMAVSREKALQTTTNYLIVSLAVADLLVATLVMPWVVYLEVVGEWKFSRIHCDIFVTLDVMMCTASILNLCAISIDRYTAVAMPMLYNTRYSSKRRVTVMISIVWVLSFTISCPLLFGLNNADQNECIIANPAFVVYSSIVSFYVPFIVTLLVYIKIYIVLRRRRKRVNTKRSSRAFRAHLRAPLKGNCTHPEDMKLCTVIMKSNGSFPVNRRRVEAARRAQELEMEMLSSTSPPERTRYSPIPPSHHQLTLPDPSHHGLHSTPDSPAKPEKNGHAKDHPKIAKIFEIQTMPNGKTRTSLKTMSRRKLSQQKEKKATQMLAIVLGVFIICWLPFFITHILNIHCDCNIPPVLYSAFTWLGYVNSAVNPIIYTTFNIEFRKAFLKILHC
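In this primary screen, negative modulation is detected by tracking calcium flux after an EC80 dopamine challenge in inducible HEK293 T-REx D2 cells preexposed to test compound for 180 s.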
TrxR1 inh – blocks rat thioredoxin reductase 1 | O89049 | 390,000 tested, 1% active | Potency, µM (doses to about 114 µM), for the others: at the top dose activity change, negative = inhibition, most hits filed as inhibitors | recombinant rTrxR1, NADPH fluorescence consumption, selenite substrate; note: potency is the fitted concentration of half-maximal effect; % is set by controls: 0 for no effect and ±100 for the full control effect; nearly all actives have a fitted effect of over 65% in size
Target sequence (O89049 whole entry, looked up): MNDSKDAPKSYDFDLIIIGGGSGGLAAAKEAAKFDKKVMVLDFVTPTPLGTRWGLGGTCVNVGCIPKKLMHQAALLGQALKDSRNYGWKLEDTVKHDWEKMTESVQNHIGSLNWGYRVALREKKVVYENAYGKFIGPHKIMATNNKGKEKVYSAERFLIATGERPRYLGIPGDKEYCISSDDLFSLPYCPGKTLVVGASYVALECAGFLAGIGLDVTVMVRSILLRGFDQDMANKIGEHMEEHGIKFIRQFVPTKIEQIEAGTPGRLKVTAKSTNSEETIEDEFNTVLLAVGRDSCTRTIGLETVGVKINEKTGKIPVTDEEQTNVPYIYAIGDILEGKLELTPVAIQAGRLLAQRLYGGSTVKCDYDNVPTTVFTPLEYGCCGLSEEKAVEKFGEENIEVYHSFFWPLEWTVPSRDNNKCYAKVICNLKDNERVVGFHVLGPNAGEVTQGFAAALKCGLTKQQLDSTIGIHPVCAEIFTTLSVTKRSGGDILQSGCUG
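Rat TrxR1 (90 nM in the dispensed reagent) was pre-reduced with 400 uM NADPH for 5 min at room temperature, then incubated with compound for 15 min. After 400 uM selenite was added, NADPH fluorescence (Ex 340/Em 450 nm) was followed for 8 min.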
mIDH1 inhibitor – blocks human mutant IDH1 R132H enzyme; 390,000 tested, 0.093% active; AID 602179; Potency, µM (doses to about 76.6 µM), for inactives: top-dose activity change, negative = inhibition, most hits filed as inhibitors; IDH1-R132H enzyme, NADPH consumption, diaphorase/resazurin fluorescence; O75874; note: potency is the fitted concentration of half-maximal effect; % is set by controls: 0 for no effect and ±100 for the full control effect; nearly all actives have a fitted effect of over 65% in size
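IDH1-R132H (0.5 ug/mL dispensed) in pH 7.5 Tris buffer was preincubated 30 min with compound, then given a substrate mix of 0.016 mM NADPH and 2 mM alpha-KG for 80 min at room temperature; remaining NADPH was read by diaphorase/resazurin fluorescence.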
USP1-UAF1 inh – blocks the human USP1/UAF1 deubiquitinase complex; O94782; recombinant USP1/UAF1, Ub-Rhodamine cleavage fluorescence; Potency, µM (titrated, usually from 57.1 µM), for the others: at the highest dose activity change, negative = inhibition, hits mostly inhibitors; 390,000 tested, 0.23% active; AID 743255; note: potency is the fitted concentration of half-maximal effect; % is set by controls: 0 for no effect and ±100 for the full control effect; nearly all actives have a fitted effect of over 60% in size; inactives centre near -12
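USP1/UAF1 complex (1 nM) preincubated 15 min at room temperature with compound, then Ub-Rho substrate (150 nM final) added. Kinetic fluorescence at 480/540 nm over 6 reads at 60 s intervals; 50 mM HEPES pH 7.8, 0.5 mM EDTA, 0.1 mg/ml BSA, 1 mM TCEP, 0.01% Tween-20.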
TRHR ag – agonists of human TRH receptor. activation, % at 2 µM. 360,000 tested, 0.18% active. TRHR cells, calcium flux fluo-8, FDSS agonist mode. AID 493084; in the data active = activation above about 30%; note: 0% is about no effect
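Fluo-8-loaded TRHR cells; 10 s baseline, compound added, kinetic Ca2+ fluorescence read 1/s, agonist mode.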
TrxR1 substrate – substrates of rat thioredoxin reductase 1; Potency, µM (titrated, usually from 114 µM), for inactives: at the highest dose activity change, negative = substrate turnover; purified TrxR1 substrate turnover, NADPH consumption readout; AID 588456; O89049; 390,000 tested, 0.01% active; note: potency is the fitted concentration of half-maximal effect; % is set by controls: 0 for no effect and ±100 for the full control effect; nearly all actives have a fitted effect of over 50% in size
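Rat TrxR1, dispensed at 90 nM, was prereduced with 400 uM NADPH (final) for 5 min at ~22 deg C, then incubated with compound 15 min before 400 uM selenite. A first-read NADPH fluorescence drop versus no-compound background flagged substrates.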
TRHR enhancer – allosterically enhances the human TRH receptor; TRHR cells, fluo-8 calcium fluorescence, EC20 TRH enhancement; enhancement, % at 2 µM; 360,000 tested, 0.66% active; AID 493056; in the data active = enhancement above about 30%; note: 0% is about no effect
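TRHR-expressing cells loaded with fluo-8 calcium dye were read kinetically (ex 480/em 530) during compound addition, then stimulated with an EC20 of TRH (10 nM final). Enhancement of the Gq-mediated intracellular calcium response was scored.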
D2 ag – activates the human D2 dopamine receptor; P14416; HEK293 T-REx D2 cells, calcium flux agonist mode; activation, % at 2 µM; 340,000 tested, 0.53% active; AID 485358;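 active = activation over 3 SD above normal in the single-dose calcium agonist read, cut at about 30% in these data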; note: 0% is about no effect
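In this primary screen, compounds producing a positive calcium signal within 180 s of addition to tetracycline-induced, force-coupled HEK293 Trex D2 cells are flagged; cells are dye-loaded with a no-wash calcium kit beforehand.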
Pin1 inhibitor – inhibitors of human Pin1; Pin1 FP peptide displacement, HiFluor488, 10 min; Potency, µM (titrated, usually from 115 µM), inactives show at the highest dose activity, negative = inhibition, usual class: inhibitors; 390,000 tested, 0.009% active; active = well fitted inhibition curve with a large enough effect in the polarisation, with a control signal flat, not every such curve was filed as active; inconclusive = small, poorly fitted or top-dose-only effect, or effect the other way, or a change in a side signal; inactive = no such curve, though single readings can be large or run the other way; the % refers to the polarisation; note: potency is the fitted concentration of half-maximal effect; % is set by controls: 0 for no effect and ±100 for the full control effect
Target sequence (Q13526 whole entry, looked up): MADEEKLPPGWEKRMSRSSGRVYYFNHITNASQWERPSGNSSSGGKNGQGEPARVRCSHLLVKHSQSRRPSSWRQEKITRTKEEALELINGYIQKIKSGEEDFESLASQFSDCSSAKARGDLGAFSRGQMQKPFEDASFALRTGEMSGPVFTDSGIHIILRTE
* hit, by the source's call; ? = inconclusive; nt = not tested or not shown; & = joins results of further samples; [ ] = remark or other dose. Unless noted, calls come from the whole dose curve; as a rule, active = well fitted inhibition curve with a large enough effect; inconclusive = small, poorly fitted or top-dose-only effect; inactive = no such curve, though single readings can be large or run the other way. Only part of the results is shown, so the mix of outcomes need not match the whole.

SMILES	D2 antag	TrxR1 inh	mIDH1 inhibitor	USP1-UAF1 inh	TRHR ag	TrxR1 substrate	TRHR enhancer	D2 ag	Pin1 inhibitor
CC1CCCC(NC(=O)C2CCN(C(=O)Nc3ccccc3)CC2)C1C (stereo not drawn)	5	7%	-2%	-9%	-0.5	2%	-3	0.1	1%
O=C(Nc1ccc(F)cc1)C(NC1CCCCC1)c1ccccc1 (stereo not drawn)	1	37%[activator][57.1 µM]	-3%	-8%	1.4	13%[57.1 µM]	-2	0.0	-10%
Clc1ncnc2scc(-c3ccc(Br)cc3)c12	-9	9%	-6%	-23%	0.3	-2%	0	-0.4	3%
CC(C)Cc1c(O)nc(SCC(=O)N2CCCCCC2)[nH]c1=O	-6	12%	-5%	?	0.3	4%	28	-1.0	-1%
CCOc1ccc(CCNC(=O)c2c(C)nn(-c3ccccc3)c2Cl)cc1OCC	-22	3%	0%	-19%	-1.6	-3%	0	-0.9	-5%
CN1C(=O)/C(=C/C=C2\SCCN2C)SC1=S	0	nt	nt	nt	13	nt	-1	5.6	nt
CCc1ccc(/C=N/NC(=O)c2cc(C)on2)s1	8	-21%[57.1 µM]	1%	-11%	-0.1	-10%[57.1 µM]	-6	-0.5	-2%
O=C(OCCN1CCN(c2ncc(C(F)(F)F)cc2Cl)CC1)c1ccc(F)cc1	16	-4%	3%	-18%	-0.1	-8%	-6	0.4	2%
Cc1ccc(C)c(-n2c(SCC(=O)N3CCC(C(=O)O)CC3)nnc2-c2cccc(Cl)c2)c1	2	4%	0%	-21%	-0.2	-5%	-1	1.1	-1%
Cc1ccc(N2CCN(c3ccc(C)cc3)C2c2ccncc2)cc1	11	16%[57.1 µM]	3%	-18%	0.5	5%[57.1 µM]	6	0.2	-7%
COc1cccc(C(=O)N/N=C/c2ccc(OC)c(COc3ccccc3C(N)=O)c2)c1	10	22%	-13%	-10%	-0.8	-5%	7	0.2	10%
COc1ccc(NC(=O)CCCCCn2nnc3ccccc3c2=O)cc1	-6	34%	6%	-12%	-0.1	13%	-6	-0.6	0%
COc1ccc(-c2noc(CN(C(=O)c3ccc4c(c3)OCO4)C(C)C)n2)cc1OC	-10	11%[57.1 µM]	9%	-8%	-0.4	-9%	2	-0.2	44%[activator]
CCOC(=O)CC(N)c1cccc([N+](=O)[O-])c1 (stereo not drawn)	nt	12%[57.1 µM]	7%	-10%	0.3	5%[57.1 µM]	6	nt	25%
Cc1cc(C)c(NC(=O)CN2C(=O)CCSc3ccc(S(=O)(=O)N4CCCC4)cc32)c(C)c1	nt	20%[57.1 µM]	-11%	-16%	-0.5	-4%[57.1 µM]	-3	-2.3	8%
CC(=O)Nc1cccc(NC(=O)CSc2nnnn2Cc2ccccc2)c1	-6	-2%	-2%	2%	0.1	-2%	5	0.8	8%
O=C(Cc1ccc(Cl)cc1)Nc1ccc(N2CCN(C(=O)c3ccco3)CC2)cc1	-16	21%[57.1 µM]	6%	-14%	-0.3	-12%	8	-0.2	34%[activator]
O=C(Cn1cnc2ccccc2c1=O)NCC(=O)N1CCOCC1	-16	-17%[57.1 µM]	1%	-6%	-1.8	-6%[57.1 µM]	-2	0.4	-1%
COc1ccccc1N1CCN(C(=O)c2sc3nc4n(c(=O)c3c2C)CCC4)CC1	nt	11%&24%	8%&2%	-11%&-6%	-0.4&0.5	-5%&-1%	4&7	-0.8	-1%&1%
CC(C)(C)[C@H]1COC(=O)CCCC/C=C\C[C@H](CC(=O)NCCO)C(=O)N1	nt	4%	8%	13%	nt	-2%	nt	nt	-2%
CCCOP(=O)(c1ccc(N(C)C)cc1)C(Nc1ccccc1)c1ccc(N(C)C)cc1 (stereo not drawn)	0	15%	0%	-22%	-1.0	2%	1	-0.7	2%
O=C(c1cc(-c2ccc(Br)cc2)on1)N1CCc2ccccc2C1	5	23%[57.1 µM]	11%	4%	-2.0	6%[57.1 µM]	0	-2.1	3%
COc1ccc(C2(CNC(=O)c3ccc(Br)o3)CCOCC2)cc1	2	?	11%	-17%	-0.8	39%[activator]	-1	0.2	0%
Cc1ccc(NC(=O)CSc2nc3nn(-c4ccccc4)c(=O)c-3c3n2CCCCC3)cc1F	nt	17%	16%	-25%	nt	-4%	nt	nt	-2%
O=C(Cc1ccc(Cl)cc1Cl)NCC1(N2CCOCC2)CCCCC1	18	23%[57.1 µM]	5%	-11%	-0.8	-13%[57.1 µM]	-1	1.0	0%
O=C(CNC(=O)c1ccc(Oc2ccccc2)cc1)OCc1ccc(Br)cc1	-5	-7%	7%	-17%	1.4	-9%	2	1.0	2%
COc1ccccc1NC(=O)c1ccc(Br)c(S(=O)(=O)N2CCCC2)c1	0	16%	6%	-12%	0.1	4%	-10	0.2	8%
O=C(N[C@@H](Cc1c[nH]c2ccccc12)C(=O)O)c1ccccc1Cl	0	11%	10%	-22%	0.5	4%	3	0.1	-9%
CCC(C(=O)OCCN(CC)CC)c1ccccc1 (stereo not drawn)	6	18%	-14%	8%	0.4	-1%	4	-1.2	-7%
O=C(COC(=O)c1ccc(Cl)nc1)NCCC1=CCCCC1	nt	15%[57.1 µM]	-2%	-5%	1.3	3%[57.1 µM]	4	nt	-5%
Cc1cc2ncn(C(=O)c3ccc4c(c3)OCO4)c2cc1C	1	11%[57.1 µM]	-2%	-19%	1.0	7%[57.1 µM]	1	-2.1	-6%
O=C1CC(c2ccccc2)CC(O)=C1C=Nc1ccccc1O (stereo not drawn)	6	13%	-4%	-15%	0.5	2%	-12	0.6	15%
O=C(Nc1nccs1)C1CCN(S(=O)(=O)c2c(Cl)cccc2Cl)CC1	5	4%	5%	-8%	0.1	-4%	28	0.0	7%
O=C(NCc1ccccc1)N(Cc1cc2cc3c(cc2[nH]c1=O)OCO3)CC1CCCO1 (stereo not drawn)	-6	-30%	-4%	0%	0.0	71%[activator]	-8	-1.5	2%
Cc1cc(OC(C)C(=O)NCC(O)c2ccccc2)c2c(C)c(C)c(=O)oc2c1 (stereo not drawn)	-19	18%	4%	-21%	0.0	73%[activator]	1	-1.9	0%
COCCNc1nnc(SCC(=O)c2ccc3c(c2)OCO3)s1	21	-18%	3%	6%	-0.3	-14%	8	-0.1	-6%
COc1ccc(NC(=O)CC23CC4CC(CC(C4)C2)C3)cn1	-13	15%[57.1 µM]	8%	-9%	0.1	6%[57.1 µM]	11	-0.1	-6%
COc1cc(OC)c(OC)cc1CN1CCN(S(=O)(=O)c2ccc(F)cc2)CC1	-8	9%	8%	-11%	0.1	6%	-3	0.8	2%
CC1CCN(C(=S)c2cccc(O)c2)CC1	-13	18%	-9%	-15%	0.3	-4%	-2	0.4	0%
CC(C)C(C)NC(=O)COc1ccc(OCc2ccccc2)cc1 (stereo not drawn)	-3	20%[57.1 µM]	6%	1%	-0.3	1%[57.1 µM]	5	0.6	1%

2 of the compounds above, with two lines to a compound.
Results follow in this order: D2 antag | TrxR1 inh | mIDH1 inhibitor | USP1-UAF1 inh | TRHR ag | TrxR1 substrate | TRHR enhancer | D2 ag | Pin1 inhibitor
Clc1ncnc2scc(-c3ccc(Br)cc3)c12
    -9 | 9% | -6% | -23% | 0.3 | -2% | 0 | -0.4 | 3%
CC(C)Cc1c(O)nc(SCC(=O)N2CCCCCC2)[nH]c1=O
    -6 | 12% | -5% | ? | 0.3 | 4% | 28 | -1.0 | -1%

Other records.
SMILES	D2 antag	TrxR1 inh	mIDH1 inhibitor	USP1-UAF1 inh	TRHR ag	TrxR1 substrate	TRHR enhancer	D2 ag	Pin1 inhibitor
Cc1cc(OCC(=O)Nc2sc3c(c2C#N)CC(C)(C)NC3(C)C)c(C(C)C)cc1Cl	34*	10%	-5%	-26%	1.0	-3%	1	-0.5	2%
Cc1cccc(NC(=O)c2cnccn2)c1	9	-5%[57.1 µM]	0%	-12%	0.2	1%[57.1 µM]	-5	0.3	-17%
Cc1cc(C)nc(N/N=C/c2ccccc2OCc2ccc(Cl)cc2)n1	-3	5%	9%	-16%	-0.9	-5%	1	-1.7	13%
Nc1ccc(C(=O)N/N=C/c2sc(N3CCOCC3)nc2-c2ccccc2)cc1	-1	2%	7%	-2%	0.0	9%	-1	-0.2	2%
Cc1cc2oc(=O)c(CC(=O)O)c(C)c2c2occ(-c3ccccc3)c12	nt	27%	-6%	-10%	0.5	97%[activator]	-5	1.5	?
Cc1nn(CC(=O)OCCOc2ccc(Br)cc2)c(C)c1[N+](=O)[O-]	-19	19%	3%	-9%	-0.4	-3%	2	0.2	1%
COc1ccc(CNC(=O)CN(C)S(=O)(=O)c2ccc3nc(C)sc3c2)cc1	nt	13%	nt	-7%	-0.8	6%	6	0.0	0%
CCOCCN1CCN(C2c3ccccc3CSc3ccccc32)CC1 (stereo not drawn)	nt	-10%[57.1 µM]	0%	3%	nt	-8%[57.1 µM]	nt	nt	0%
COC(C/C=C\[C@@H](O)[C@H](C)OCc1ccccc1)OC	nt	17%[57.1 µM]	-10%	23%	nt	5%[57.1 µM]	nt	nt	-8%
CCC(C(=O)OCC(=O)Nc1c(Cl)cccc1Cl)c1ccccc1 (stereo not drawn)	3	-11%	2%	-9%	0.1	-8%	1	-1.1	-7%
O=C(Cn1c(=O)n(-c2ccc(F)cc2)c(=O)c2sccc21)Nc1cccc(C(F)(F)F)c1	nt	13%	14%	-19%	4.8	-4%	11	1.1	1%
O=C(NCc1ccncc1)C(=O)C1C(=O)Nc2ccccc21 (stereo not drawn)	-10	-19%	-4%	4%	0.6	-18%	-5	-0.4	-9%
Clc1ccc(SCc2cn3ccsc3n2)cc1	-8	8%	3%	-8%	-0.7	-7%	-3	-0.3	-3%
CCc1ccc(CNC(=O)CCc2c(C)nn(-c3ccc(N4CCCC4)nn3)c2C)cc1	nt	16%[57.1 µM]	-15%	-4%	-0.5	2%[57.1 µM]	2	1.2	-6%
CCOC(=O)NC(=O)COC(=O)CNC(=O)c1cccc(OC)c1	5	17%[57.1 µM]	11%	-6%	-0.2	-4%	-2	-0.9	0%
CN1CCC(NC(=O)c2cccs2)CC1	-18	4%[57.1 µM]	3%	-15%	0.0	14%	-6	0.9	-2%
